Compound activity deposited in PubChem by several laboratories.
Bfl-1 displacement – displacement of Bid BH3 peptide from Bfl-1 – biochemical, fluorescence polarization, FITC-Bid, mouse, primary screen (AID 432). FITC-Bid BH3 peptide fluorescence polarization displacement; higher % means a stronger effect. one-dose displacement, % at 20 µM; IC50 in µM for titrated hits. 64,000 compounds, 0.02% hits; in the data active means a potency from the dose series; inactive means the rest, 99 in 100 with displacement below about 15%; further: strong numbers were not always called active
MK inhibit – inhibitors of Streptococcus pneumoniae mevalonate kinase. purified MK, PK/LDH-coupled NADH absorbance 340 nm. inhibition, % at 10 µM. 65,000 compounds, 0.48% hits;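 active means ranked among the strongest by inhibition in the single 10 µM screen, a fixed top-ranked set picked for dose follow-up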; further: no value below 0 was filed
Alkaline phosphatase – inhibition of tissue-nonspecific alkaline phosphatase – biochemical, luminescent (AID 518); 64,000 compounds, 0.09% hits; inhibition, % at 20 µM; hits with a dose series show IC50 in µM; purified TNAP enzyme, luminescent substrate readout; higher % means a stronger effect; in the data active means a potency from the dose series; inactive means the rest, 99 in 100 with inhibition below about 22%;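 further: plate controls were vehicle for no effect and reference inhibitor for full effect; many of its hits are not listed in these tables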
HPDE-C7 cytotoxicity – cytotoxicity in HPDE-C7 cells, cell-based, fluorescence, HTS (AID 430). HPDE-C7 pancreatic duct cells viability, fluorescence; higher % means a stronger effect. 63,000 compounds, 1.8% hits. cytotoxicity, % at 10 µM, or EC50 in µM where a hit was titrated;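 further: cells exposed to compound for 48 hours before viability readout; 0% = vehicle and 100% = reference cytotoxic drug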
Spn DPM-DC inh – S. pneumoniae DPM-DC inhibition; 65,000 compounds, 0.49% hits; purified DPM-DC, PK/LDH coupled NADH fluorescence; calls only at 10 µM;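 active means the 320 compounds with the highest percent inhibition in the single-dose primary screen, excluding strongly autofluorescent ones, cut at about 32% in these data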;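 further: kinetic rate of NADH fluorescence loss reporting ADP formed by the decarboxylase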
KRASV12 cytotoxicity – cytotoxicity in KRAS-transformed pancreatic duct cells, primary screen, cell-based, fluorescence, HTS (AID 431). HPDE-C7K KRASV12 cells, Alamar Blue viability, 48 h; higher % means a stronger effect. cytotoxicity, % at 10 µM, or EC50 in µM where a hit was titrated. 63,000 compounds, 1.7% hits;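 active means compounds whose percent cytotoxicity in the single-dose primary screen, scaled between solvent and toxic-drug controls, exceeds 50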;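 further: 0% = DMSO solvent wells and 100% = doxorubicin-treated wells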
Spn PMK inh – blocks S. pneumoniae phosphomevalonate kinase | inhibition, % at 10 µM | AID 539 | purified PMK, PK/LDH-coupled NADH absorbance 340 nm | 65,000 compounds, 0.49% hits;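 active means top-ranked compounds by inhibition in the single 10 µM screen, taking a fixed number of the strongest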;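 further: 0% = full reaction with DMSO carrier and 100% = background rate without enzyme reaction; no value below 0 was filed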
HT1080 viability – HT1080 cell viability loss – fluorescence readout (AID 620); HT1080 viability, fluorescence; higher % means a stronger effect; cytotoxicity, % at 10 µM, or EC50 in µM where a hit was titrated; 87,000 compounds, 0.42% hits;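 further: cells exposed to compound overnight then 4 h with Alamar Blue; 0% = vehicle DMSO and 100% = killing control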
LYP inhibition – LYP phosphatase inhibitors, primary screen, biochemical, DiFMUP fluorescence, recombinant catalytic domain, 10 µM (AID 606); one-dose inhibition, % at 10 µM; IC50 in µM for titrated hits; 52,000 tested, under 10 active; recombinant LYP catalytic domain, DiFMUP fluorescence; higher % means a stronger effect;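 active means IC50 under 40 µM in the dose-response test; inactive means IC50 of 40 µM or more, or never dose-tested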
Spn PMK inh pilot replicates – recorded beside Spn PMK inh, whose call it bears; inhibition, %; measured here: pilot screen replicates
MK inhibit pilot replicates – also measured in MK inhibit; calls as there; inhibition, %; measured here: pilot screen replicates
Spn DPM-DC inh pilot screen % – further read-out of Spn DPM-DC inh, marked with its call; inhibition, %; measured here: pilot screen trials
Numbers without * were called inactive; i = inactive; nt = not tested or not shown. Unless noted, no stated cut-off is given here; in the data, active means cytotoxicity above about 50%; inactive means the rest.

SMILES	Bfl-1 displacement	MK inhibit	Alkaline phosphatase	HPDE-C7 cytotoxicity	Spn DPM-DC inh	KRASV12 cytotoxicity	Spn PMK inh	HT1080 viability	LYP inhibition	others
O=C(O)C1C2C=CC(C2)C1C(=O)Nc1cccc(F)c1 (stereo not given)	3%	6	10%	-8%	i	-4%	12	-4%	0%
CCOC(=O)/C=C(\C)Sc1cc(=O)oc2ccccc12	17%	14	14%	78%*	i	78%*	3	-3%	-7%	Spn PMK inh pilot replicates=1.5;MK inhibit pilot replicates=0.0;Spn DPM-DC inh pilot screen %=0.0
Nc1ccccc1-c1nc2ccccc2[nH]1	2%	7	9%	-10%	nt	-6%	7	5%	9%
COC(=O)c1cn(NC(=O)c2ccc3c(c2)OCO3)c(=O)c2ccccc12	-5%	12	6%	-5%	i	5%	0	-8%	3%
O=C(O)CC(c1ccccc1)n1cccc1 (stereo not given)	-8%	0	6%	-13%	i	-4%	15	-1%	-1%
Nc1cc(C(=O)N2CCCC2)cc(C(=O)N2CCCC2)c1	0%	4	6%	7%	i	7%	3	1%	0%
COc1ccc2cc(C)c(SCC(=O)Nc3cc(C)on3)nc2c1	-12%	13	12%	-3%	i	-29%	7	24%	nt
O=C(Cc1c[nH]c2ccccc12)N1CCc2ccccc21	0%	0	16%	-4%	i	12%	7	-2%	-16%	Spn PMK inh pilot replicates=5.0;MK inhibit pilot replicates=1.5;Spn DPM-DC inh pilot screen %=3.5
Cc1cccc(OCCC(=O)Nc2ccc(S(=O)(=O)N3CCCC3)cc2)c1	-2%	0	4%	-7%	i	-6%	9	2%	-1%
CN1C2C=C3C(C#N)=C(N)C(C#N)(C#N)[C@@H](c4ccsc4)[C@@H]3C1CC2 (stereo not given in full)	10%	2	3%	20%	i	34%	0	2%	-2%
CCc1ccc(NC2=NC(C(=O)c3ccccc3)CC(=O)N2)cc1 (stereo not given)	0%	2	6%	-11%	i	4%	0	-2%	7%
O=C(CSc1nc2ccccc2o1)NCc1n[nH]c(=O)c2ccccc12	-2%	6	6%	-8%	i	0%	17	-9%	-4%
COc1ccc(CC(=O)Nc2cccc(-c3nnc(-c4cccc(C)c4)o3)c2)cc1OC	-4%	4	11%	19%	i	31%	12	40%	2%
CCc1nnc(SCC(=O)Nc2ccc(C(C)=O)cc2)nc1CC	1%	12	6%	-6%	i	-8%	9	-2%	8%
Cc1c(C(=O)NC2=NCCS2)oc2ccccc12	0%	11	4%	-4%	i	-4%	10	nt	5%
Cc1ccc(Cn2c(Sc3nccc(C)n3)nc3c2c(=O)[nH]c(=O)n3C)cc1	-8%	6	5%	-13%	i	-1%	0	3%	nt
CC(C)C(NC(=O)c1cccc(S(=O)(=O)N2CCOCC2)c1)C(=O)NCCc1ccccn1 (stereo not given)	-5%	7	-2%	-11%	i	-13%	11	-9%	16%
Cc1cc(Cl)ccc1OCC(=O)Nn1c(C)ccc1C	-1%	6	6%	0%	i	-11%	10	-6%	4%	Spn PMK inh pilot replicates=1.0;MK inhibit pilot replicates=0.0;Spn DPM-DC inh pilot screen %=0.0
COc1ccccc1CNC(=O)C1CCN(S(=O)(=O)c2c(C)noc2C)CC1	-6%	1	4%	-11%	i	3%	14	nt	4%
CCC(=O)N1CCc2cc(S(=O)(=O)N3CCc4ccccc43)ccc21	6%	0	7%	-6%	i	-1%	12	nt	-14%
O=C(Cc1c(F)c(F)c(F)c(F)c1F)OC12CC3CC(C1)C(=O)C(C3)C2	-6%	4	10%	-18%	i	-19%	16	-8%	-3%
COc1cccc(Oc2c(C)oc3c(CN4CCOCC4)c(O)ccc3c2=O)c1	-6%	8	7%	-9%	nt	-5%	13	-9%	5%
CCN(CCCNC(=O)COc1cc(=O)n(C)c2ccccc12)c1ccccc1	-2%	3	0%	-6%	i	0%	14	4%	-3%
CCN1CCN(c2ncc(C(=O)Nc3c(F)cc(F)cc3Br)c3ccccc23)CC1	-4%	9	14%	18%	i	16%	14	3%	-6%
CCC1(CC)NC(=O)N(CC(=O)Nc2sc3c(c2C(N)=O)CCC3)C1=O	-3%	0	12%	7%	i	5%	19	-3%	2%

As a working copy, part of the list above:
SMILES	Bfl-1 displacement	MK inhibit	Alkaline phosphatase	HPDE-C7 cytotoxicity	Spn DPM-DC inh	KRASV12 cytotoxicity	Spn PMK inh	HT1080 viability	LYP inhibition	others
CCN(CCCNC(=O)COc1cc(=O)n(C)c2ccccc12)c1ccccc1	-2%	3	0%	-6%	i	0%	14	4%	-3%
CCN1CCN(c2ncc(C(=O)Nc3c(F)cc(F)cc3Br)c3ccccc23)CC1	-4%	9	14%	18%	i	16%	14	3%	-6%
CCC1(CC)NC(=O)N(CC(=O)Nc2sc3c(c2C(N)=O)CCC3)C1=O	-3%	0	12%	7%	i	5%	19	-3%	2%

Remaining list, next part
SMILES	Bfl-1 displacement	MK inhibit	Alkaline phosphatase	HPDE-C7 cytotoxicity	Spn DPM-DC inh	KRASV12 cytotoxicity	Spn PMK inh	HT1080 viability	LYP inhibition	others
COCCn1c(CN(C)Cc2ccccc2)nc2c1c(=O)n(C)c(=O)n2C	0%	5	2%	11%	i	5%	14	-2%	-10%
CCOC(=O)c1cc2sccc2n1CC(=O)OC(C)C	-2%	4	3%	-2%	i	-10%	15	17%	3%
CCOC(=O)c1cnn(-c2nc(SC)nc3sc4c(c23)CCC4)c1N	-5%	10	3%	-2%	i	-14%	10	-2%	1%
Cn1ncc2c(Nc3ccccc3Br)ncnc21	2%	3	8%	-9%	i	-3%	2	-4%	nt	Spn PMK inh pilot replicates=4.0;MK inhibit pilot replicates=0.0;Spn DPM-DC inh pilot screen %=0.0
CN(C)S(=O)(=O)N1CCN(CC(=O)Nc2cc(Cl)ccc2Cl)CC1	-1%	4	13%	nt	i	nt	2	2%	8%
COc1cc(C2NC(=O)NC(C)=C2C(=O)OC2CCCC(C)C2)ccc1O (stereo not given)	-2%	4	8%	-11%	i	-23%	2	9%	nt
CCc1cc2c(=O)n(Cc3ccco3)c(SCc3c(C)noc3C)nc2s1	-1%	9	5%	47%	i	41%	9	15µM*	1%
NC(=O)C1(N2CCCCC2)CCN(CC(=O)Nc2ccccc2-c2ccccc2)CC1	0%	3	-4%	6%	i	-9%	7	1%	7%
Cc1ccc(CN2CCNC(=O)C2CC(=O)O)cc1 (stereo not given)	-2%	8	7%	-7%	i	-6%	0	-2%	13%
Cn1cc(/C(Cc2ccccc2)=N\O)c2ccccc21	0%	9	15%	0%	i	10%	1	1%	7%
Cc1cccc(OCC(=O)N2CCC(N3CCCCCC3)CC2)c1	-15%	37	12%	38%	i	32%	2	-7%	-7%	Spn PMK inh pilot replicates=2.5;MK inhibit pilot replicates=1.5;Spn DPM-DC inh pilot screen %=2.0
O=C(CSc1ncc(-c2ccc(F)cc2)[nH]1)N1CCCCC1	0%	9	10%	-8%	i	-13%	9	4%	-7%	Spn PMK inh pilot replicates=7.5;MK inhibit pilot replicates=1.0;Spn DPM-DC inh pilot screen %=1.5
CC(C)Cn1c(-c2cccs2)nc2nc3ccccc3nc21	-2%	0	23%	-12%	nt	-2%	2	2%	7%
Cc1ccc2c(COC(=O)c3n[nH]c4ccccc34)cc(=O)oc2c1	2%	1	18%	0%	i	-2%	13	1%	6%
COCCNC(=O)c1cc(Br)ccc1Cl	-3%	15	2%	-18%	i	-25%	5	7%	1%
Cc1cc(C)n(-c2ncnc3c2oc2ccccc23)n1	-3%	11	8%	-7%	i	-16%	17	-8%	nt
Nn1c(SCC(=O)Nc2ccc(F)cc2)nnc1-c1ccccn1	-2%	5	8%	-21%	i	-18%	8	11%	5%
C=C(C)C1Cc2nc(N)nc(C)c2C1 (stereo not given)	2%	13	5%	-5%	i	3%	18	-18%	nt
COc1ccc(C(c2nnnn2Cc2ccccc2)N2CCN(C(=O)c3ccco3)CC2)cc1OC (stereo not given)	-2%	10	6%	1%	i	1%	10	-8%	16%
Cc1csc(NC(=O)Cc2nn(C)c(=O)c3ccccc23)n1	-9%	0	6%	-6%	i	1%	24	nt	12%
Cc1c(C(=O)NCC2CCCO2)oc2ccc(S(=O)(=O)N3CCCC3)cc12 (stereo not given)	-4%	6	11%	-20%	i	-18%	0	-2%	19%
Cn1c(NCc2cc(Br)ccc2O)nc2ccccc21	-6%	13	2%	1%	i	-11%	0	7%	-9%
Cc1ccsc1C(=O)OCC(=O)NCc1ccc2c(c1)OCO2	-11%	1	5%	-4%	i	-16%	15	-7%	5%
COc1ccc(CN(Cc2cc3cc4c(cc3[nH]c2=O)OCO4)C(=O)NC2CCCCC2)cc1	-6%	12	7%	-20%	i	-16%	0	-3%	-2%	Spn PMK inh pilot replicates=0.0;MK inhibit pilot replicates=4.0;Spn DPM-DC inh pilot screen %=24
CCOC(=O)c1c(C)n(C)c2ccc(O)c(CN3CCC(C)CC3)c12	-2%	48*	6%	21%	i	9%	7	nt	11%

(more compounds)
SMILES	Bfl-1 displacement	MK inhibit	Alkaline phosphatase	HPDE-C7 cytotoxicity	Spn DPM-DC inh	KRASV12 cytotoxicity	Spn PMK inh	HT1080 viability	LYP inhibition	others
Cn1nnnc1Sc1nc(-c2cccnc2)nc2ccccc12	10%	3	7%	99%*	i	109%*	8	0%	nt
O=C1C(Cl)=C(NCC2CCCO2)C(=O)N1C1CCCCC1 (stereo not given)	-4%	11	16%	-13%	i	-12%	6	2%	-5%
CCn1nc(C)c(NC(=O)CCCSc2nc(-c3ccco3)cc(C(F)(F)F)n2)c1C	-3%	10	11%	-6%	i	-10%	8	-11%	-4%
O=c1cc(CN2CCOCC2)c2c(ccc3ccccc32)o1	-1%	12	12%	4%	i	6%	18	-10%	2%
COC(=O)c1[nH]c2ccc(C)cc2c1NS(=O)(=O)c1ccc(F)c(C)c1	-3%	3	16%	28%	i	11%	5	17%	15%
Cn1nnc2c(sc3nc(N4CCOCC4)c4c(c32)CCCC4)c1=O	5%	0	8%	7%	i	4%	6	-2%	nt	Spn PMK inh pilot replicates=1.0;MK inhibit pilot replicates=1.0;Spn DPM-DC inh pilot screen %=0.0
CCCS(=O)(=O)N1CCC(C(=O)NCCN(C)Cc2ccccc2)CC1	2%	1	6%	3%	i	-9%	6	3%	4%
CCOC(=O)N1CCC(NC(=O)C2CCCN(C(=O)N3CCOc4ccccc43)C2)CC1 (stereo not given)	9%	9	-9%	-4%	i	-3%	8	-5%	-3%
CCOc1ccc2c(c1)sc(=NC(=O)C1CC1)n2C	-1%	0	6%	3%	i	0%	0	nt	nt
CCOC(=O)n1c(=O)oc2cc(S(=O)(=O)N3CCOCC3)ccc21	-10%	10	5%	4%	i	-1%	11	-3%	nt
C=CCSc1nc2c(c(=O)[nH]c(=O)n2C)n1C/C=C(/C)Cl	-10%	15	12%	-20%	i	-12%	8	-1%	4%
CCOC(=O)N1CCN(S(=O)(=O)c2ccc(C)c(C)c2C)CC1	0%	1	2%	3%	i	18%	0	-3%	18%
O=C(O)CC(NC(=O)COc1ccc(Cl)cc1Cl)C(=O)O (stereo not given)	-4%	0	12%	6%	i	14%	3	-6%	nt
NC(=O)C[C@@H]1N[C@]2(C(=O)Nc3ccccc32)[C@@H]2C(=O)N(C3CCCCC3)C(=O)[C@H]12	-6%	9	8%	0%	i	-8%	14	-16%	nt
O=C(CSc1nn(-c2ccccc2)c(=S)s1)Nn1cnnc1	10%	7	3%	-14%	i	-12%	12	0%	7%
